Compound activity deposited in PubChem by several laboratories.
EBNA-1 inh – EBNA-1 DNA-binding inhibitors, primary screen, biochemical, fluorescence polarization | inhibition, % at 14.8 µM | hit rate 0.34% among 300,000 | AID 1950, 2009; in the data active = inhibition above about 28%
ZTA counter – blocks Epstein-Barr virus ZTA, an EBNA-1 counter-screen | P03206 | ZTA-DNA binding, fluorescence polarization | inhibition, % at 11 µM | hit rate 0.15% among 320,000; in the data active = inhibition above about 33%
PP1 inh – PP1-alpha phosphatase inhibitors, primary screen, counter-screen for PP5 inhibitor project, biochemical, fluorescence, OMFP substrate, single point; purified PP1alpha; AID 2235, 2010; Serine/threonine-protein phosphatase PP1-alpha catalytic subunit (Homo sapiens), P62136; hit rate 0.9% among 320,000; inhibition, % at 6.7 µM;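 active = inhibition above the mean inhibition of all tested compounds plus 3 SD, computed separately for each screening campaign, cut at about 15% in these data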
PP5 inh – PP5 phosphatase inhibitors, primary screen, biochemical, fluorescence; AID 1987, 2009; hit rate 0.18% among 320,000; Serine/threonine-protein phosphatase 5 (Homo sapiens), P53041; inhibition, % at 6.7 µM; purified PP5c, OMFP substrate fluorescence;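 active = inhibition above the campaign's mean inhibition across all tested compounds plus 3 SD, cut at about 9.5% in these data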;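 note: 0% = DMSO only and 100% = 100 µM cantharidin control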
Target sequence (P53041 whole entry, looked up): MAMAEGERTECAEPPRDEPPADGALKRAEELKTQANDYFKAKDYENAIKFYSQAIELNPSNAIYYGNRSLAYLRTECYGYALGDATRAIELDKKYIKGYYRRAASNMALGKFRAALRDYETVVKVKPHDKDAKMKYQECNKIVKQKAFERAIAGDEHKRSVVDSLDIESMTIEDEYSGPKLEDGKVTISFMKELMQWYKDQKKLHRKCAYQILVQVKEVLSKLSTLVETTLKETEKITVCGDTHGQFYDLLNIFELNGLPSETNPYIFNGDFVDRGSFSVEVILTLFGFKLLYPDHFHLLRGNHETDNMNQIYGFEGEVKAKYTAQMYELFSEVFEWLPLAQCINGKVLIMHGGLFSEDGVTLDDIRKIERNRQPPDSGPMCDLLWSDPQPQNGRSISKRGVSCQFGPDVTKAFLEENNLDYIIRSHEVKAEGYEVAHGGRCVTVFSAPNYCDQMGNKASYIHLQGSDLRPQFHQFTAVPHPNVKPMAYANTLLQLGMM
HCV core dimer – inhibitors of HCV core protein dimerization, primary screen, biochemical, TR-FRET, high-throughput; TR-FRET GST/Flag-core106 dimerization, 1536-well; inhibition, % at 5 µM; hit rate 0.33% among 300,000;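 active = inhibition above the mean of all tested compounds plus 3 SD, set per screening campaign, cut at about 45% in these data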
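Assay system: GST-tagged and Flag-tagged HCV core protein residues 1-106 / Times: compound-protein-antibody incubation 4 h at 22.5 °C / Signal: time-resolved FRET, ex 340 nm, em 617 and 671 nm / Evaluation: % inhibition based on acceptor/donor emission ratio / Benchmarks: wells lacking GST-core106 and wells with excess unlabelled core106 / Repeats: singlicate, one well per compound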
TPT1 inh – Candida albicans TPT1 enzyme inhibitors, primary screen, biochemical, fluorescence polarization; tRNA 2'-phosphotransferase TPT1 (Candida albicans SC5314); recombinant caTPT1, FP RNA substrate dephosphorylation; inhibition, % at 5 µM; hit rate 0.81% among 300,000;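 active = inhibition above the mean of all tested compounds plus 3 SD, set per screening campaign, cut at about 24% in these data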;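 note: plate controls were DMSO alone for no effect and ferristatin control at 100 nM for full effect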
CTSL1 counter – Fasciola hepatica cathepsin L1 inhibitors, primary screen, counter-screen for PFM18AAP inhibitor project, biochemical, QFRET, fluorogenic peptide substrate; hit rate 0.49% among 300,000; recombinant F. hepatica cathepsin L1, Z-Leu-Arg-MCA fluorescence; inhibition, % at 5.96 µM;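 active = inhibition above the mean of all tested compounds plus 3 SD, set per screening campaign, cut at about 17% in these data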;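 note: 0% = plate median of test compound wells and 100% = 1 µM Z-Phe-Ala-diazomethylketone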
GASC-1 inh – inhibitors of GASC-1 histone demethylase, primary screen, biochemical, fluorescence, DELFIA europium | inhibition, % at 2.35 µM | GST-JMJD2C(1-420) H3K9me3 demethylation | hit rate 0.069% among 330,000 | Lysine-specific demethylase 4C (Homo sapiens), Q9H3R0;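 active = more than half of a compound's replicate wells show inhibition beyond 50%, single wells judged on their own value; inconclusive = some, but no more than half, of replicates pass 50% inhibition; inactive = no replicate passes 50% inhibition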;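 note: signal counts dimethyl H3K9 product captured on neutravidin plate; 0% = median of DMSO wells and 100% = 0.3 times that DMSO median; strong numbers were not always called active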
Target sequence (Q9H3R0 1-420 limits assumed): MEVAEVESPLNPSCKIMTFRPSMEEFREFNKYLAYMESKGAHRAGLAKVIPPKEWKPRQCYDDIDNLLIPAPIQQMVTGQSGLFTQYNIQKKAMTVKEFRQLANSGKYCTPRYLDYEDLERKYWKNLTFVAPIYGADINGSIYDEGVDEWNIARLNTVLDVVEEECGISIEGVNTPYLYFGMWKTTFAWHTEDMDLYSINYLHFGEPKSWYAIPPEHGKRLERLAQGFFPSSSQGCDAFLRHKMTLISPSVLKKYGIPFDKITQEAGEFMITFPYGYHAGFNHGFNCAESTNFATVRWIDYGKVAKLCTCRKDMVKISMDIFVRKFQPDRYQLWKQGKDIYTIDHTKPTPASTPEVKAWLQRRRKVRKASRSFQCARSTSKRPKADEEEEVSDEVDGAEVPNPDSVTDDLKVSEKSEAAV
CR mimetic SO – reduction of superoxide in aged yeast, primary screen, HTS | S. cerevisiae aged cells, superoxide DHE fluorescence; active compounds read low | superoxide response (% of plate mean), % at 10 µM | hit rate 0.18% among 330,000;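 active = superoxide response under a set limit, about three screen SD below normal, cut at about 65% in these data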;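 note: yeast aged for seven days with compound at 30 °C before DHE staining; 100% = average MFI of all compound-treated wells on the plate with controls excluded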
* marks the source's active call; other numbers are inactive results; ? = inconclusive; . = no result given; & = joins results of further samples.

Screens in order: ZTA counter	TPT1 inh	GASC-1 inh	EBNA-1 inh	CTSL1 counter	CR mimetic SO	PP5 inh	HCV core dimer	PP1 inh
> Cc1ccc(S(=O)(=O)N2CCC(C(=O)Nc3ccc(S(=O)(=O)N4CCCC4)cc3)CC2)cc1C
  -2	-1	-1	7	3	94	3.3	2	-1
> Cc1cc(C)nc(N/N=C/c2cn[nH]c2-c2ccc(F)cc2)n1
  2	1	9	-2	-1	91	2.4	16	3
> COc1ccc(-n2cccc2C=O)cc1OC
  -6	2	-4	-11	-4	89	2.3	-7	-8
> CCc1ccc(NC(=O)c2cc(-c3ccc4c(c3)OCO4)on2)cc1
  14	1	5	-3	2	96	2.5	2	1
> CC1CCN(c2ccc(/C=C(\C#N)c3nn(-c4ccccc4)c(N)c3C#N)cc2[N+](=O)[O-])CC1
  18	-4	-5	-1	3	105	-3.9	27	-4
> Cc1ccc(OCC(=O)NNC(=O)C(=O)NC(C)(C)C)cc1
  14	3	-7	-2	-20	100	1.2	-5	-2
> Cn1ccc(C(=O)N2CCCc3ccccc32)n1
  -20	-6	10	-4	1	80	1.2	-9	2
> CCCNC(=S)N1CCC(Cc2ccccc2)CC1
  -3	2	11	4	0	114	4.7	5	-2
> S=C1COC(c2ccccc2)N1c1ccccc1 (configuration not stated)
  -6	-7	-2	-2	3	212	2.5	-2	-4
> COc1ccc(Cl)cc1S(=O)(=O)N1CCN(C)CC1
  -13	0	-4	-13	7	109	-1.1	5	-7
> O=C(CNC(=O)c1cccs1)N/N=C/c1c[nH]c2ccccc12
  10	-1	6	4	2	113	-2.0	-3	1
> COc1ccc(/C(C)=N\NS(=O)(=O)c2ccccc2)cc1OC
  -12	-2	-5	0	0	103	-0.7	-7	-1
> Cc1ccccc1N=C1c2cc([N+](=O)[O-])ccc2-c2ncccc21
  -22	-2	-4	-11	5	97	2.9	-12	2
> CCCOc1ccc(C(=O)OCC(=O)c2c(N)n(C)c(=O)n(C)c2=O)cc1OC
  10	2	-2	-3	-3	105	2.0	0	-7
> Cc1ncsc1CCC(=O)N1CCCC(C(=O)c2cccc(Cl)c2)C1 (configuration not stated)
  6	0	4	1	-2	90	3.7	8	5
> C=CCn1c(C(C)NC(=O)COC)nc2ccccc21 (configuration not stated)
  9	2	-9	1	-4	88	2.9	-12	5
> CCN(CC)C(=O)CN1C(=O)C2(NC(=O)c3ccccc3N2)c2ccccc21 (configuration not stated)
  -4	2	11	-6	-1	103	3.8	4	-2
> COc1ccccc1NC(=O)C1CCN(C(=O)NCc2ccccc2)CC1
  1	-4	3	-4	1	105	3.1	0	-6
> NCC(O)COc1ccc2c(c1)OCO2 (configuration not stated)
  3	4	1	7	1	92	-0.7	-7	7
> Cc1cc(C)c2[nH]c(=O)c(CN(Cc3ccc4c(c3)OCO4)Cc3nnnn3C3CCCC3)cc2c1
  4	-1	-13&3	14	-1	96	1.5	6	8
> CCc1nnc(N/N=C/c2ccccc2Cl)n1N
  2	-4	5	-10	-1	86	-1.7	-3	2
> O=C(CSCc1nc2c(nnn2Cc2ccc(F)cc2)c(=O)[nH]1)Nc1c(Cl)cc(Cl)cc1Cl
  -4	3	0	0	-12	112	-2.9	7	-6
> CN(C)C1=NCCN1CCc1ccccc1
  6	2	0	-16	0	115	2.0	-11	1
> CCc1cc(C(=O)c2ccc(Br)cc2)c(NC(=O)CN(CC)CC)s1
  5	0	-15	4	-2	104	0.1	10	-3
> Cc1nn(CC(=O)N2CCN(c3ccccc3)CC2)c(=O)c2cccn12
  -11	1	-2	-7	2	95	0.4	1	-3
> CCCCNC(=S)NNC(=O)c1sccc1C
  16	-1	52	6	-5	113	-2.6	-4	-2
> Cc1ccc(C)c(NC(=O)C2CCC(C)(C(=O)O)C2(C)C)c1 (configuration not stated)
  0	4	-3	10	0	90	0.5	-41	-1
> O=c1[nH]nc(Cc2ccc3ccccc3n2)c2ccccc12
  1	0	-7	-8	-12	97	2.9	0	-2
> COc1ccc(-n2c(C)nn(CCOc3ccccc3)c2=O)cc1
  -2	-2	19	10	5	100	-1.0	-4	-4
> COc1ccc(CCNC(=S)NCCc2c[nH]c3ccccc23)cc1
  -12	-1	44	-7	0	102	1.7	0	-3
> COc1ccccc1CN(Cc1cc2c(C)ccc(C)c2[nH]c1=O)Cc1nnnn1Cc1ccco1
  4	0	-5&2	5	0	128	4.5	15	1
> COc1ccccc1-n1c(SCC(=O)Nc2ccc(Br)cc2)nc(O)cc1=O
  -12	2	8	13	-8	80	0.7	-2	3
> CC(C)(C)C(=O)Nc1cc(C(F)(F)F)ccc1N1CCOCC1
  -9	0	-4	4	2	101	0.8	-3	-1
> N#CC1C(C#N)N2CCCN2C1c1ccc(Br)cc1 (configuration not stated)
  -8	4	1	-2	1	96	0.8	1	-7
> CS(=O)(=O)N1CCN(c2ccccc2NC(=O)Cc2ccccc2)CC1
  13	-4	-3	16	-1	96	1.4	2	-1
> O=C(c1cccnc1)N1CCN(Cc2cccc(Br)c2)CC1
  -13	-1	17	3	2	96	0.8	2	-1
> CC(=O)c1ccc(OCC(=O)N(C)CC(=O)Nc2ccc(N3CCOCC3)cc2)cc1
  7	.	3	.	.	115	1.7	.	-1
> Cc1nn(Cc2ccc(Cl)cc2)c(C)c1NC(=O)c1cc(C(C)C)on1
  -4	-1	24	4	3	113	1.3	7	0
> CCOc1ccc(NC(=O)CS(=O)CC(=O)N(CC(=O)NC(C)(C)C)C2CCCC2)cc1 (configuration not stated)
  9	-5	8	8	-3	98	0.3	1	-4
> CCOC(=O)C1=C(C)Nc2ccccc2N=C1NC(=O)C(CC)c1ccccc1 (configuration not stated)
  -3	0	-1	-6	-1	105	2.5	-4	3
> CCN(CC)c1ccc2c(cc1=O)[C@@H](NC)CCc1cc(OC)c(OC)c(OC)c1-2
  -2	4	-3	-5	-1	113	2.0	-6	2
> CCN(c1ccc(OC)cc1)c1ncnc2nc[nH]c12
  -2	-3	4	5	-4	93	1.0	1	-1
> CCCn1c(/C=C/c2ccco2)nc2ccccc21
  8	25*	3	-2	0	104	1.2	51*	2
> COc1cccc(N2CCN(c3c(C#N)c(C(F)(F)F)nn3C)CC2)c1
  6	0	2	-16	-3	102	4.8	1	3
> c1ccc2c(c1)CCN(Cc1nnnn1Cc1ccc3c(c1)OCO3)C2
  -1	-4	-4	5	2	89	-1.9	2	2
> CCN(CC)C(=O)C1CCCN(c2ccc([N+](=O)[O-])cc2/C=N/NC(=O)c2cccc(O)c2)C1 (configuration not stated)
  -5	1	-2	-8	-5	106	2.0	6	-1
> O=C(N/N=C1\CCc2ccccc21)c1ccncc1
  -17	0	10	4	-1	122	0.2	-4	-4
> CS/C(=N\S(=O)(=O)c1ccc(N)cc1)NS(=O)(=O)c1cccs1
  2	-4	2	0	-2	106	-1.1	1	-7
> CC(C)C(NC(=O)c1cccc(S(=O)(=O)N2CCOCC2)c1)C(=O)NCc1ccc(Cl)cc1 (configuration not stated)
  1	.	.	.	.	87	-1.1	.	-2
> COC(=O)/C=C1\SC(=Nc2ccccc2)NC1=O
  -6	1	-3	-8	3	95	1.3	4	-1
> COc1cc(OC)c(OC)cc1/C=N/n1c(COc2ccccc2)n[nH]c1=S
  4	-4	?	-14	2	100	-3.8	-9	0
> Cc1ccc(NC(=O)CSc2ccc(-c3ccccn3)nn2)cc1F
  1	-2	14	36*	0	113	1.9	1	-3
> O=C(NCC1CCCO1)c1ccc(F)c2ccccc12 (configuration not stated)
  13	-1	0	6	-3	104	2.6	-2	-1
> CCCN(Cc1nnc(-c2ccccc2Cl)o1)C(=O)c1ccc(C)c(S(=O)(=O)N2CCOCC2)c1
  -6	5	-7	-8	-1	89	2.2	1	3
> CC(C)c1ccc(NC(=O)CCCN2C(=O)NC(C)(C)C2=O)cc1
  20	.	1	.	.	78	2.6	.	6
> O=C(COc1ccc2ccccc2c1Br)NCc1ccccn1
  1	1	1	-5	0	83	1.2	11	0
> Cc1ncc(C[n+]2ccc(C)c(C)c2)c(N)n1
  4	4	-8	17	-2	94	-2.4	8	-1
> O=C(CN(C(=O)CCC(=O)Nc1nccs1)c1ccc2c(c1)OCO2)NCC1CCCO1 (configuration not stated)
  -9	-5	8&-15	3	-2	92	-0.1	1	-5
> CCn1cnc2c(Nc3cc(F)cc(F)c3)nc(C#N)nc21
  -7	.	0	.	.	96	1.0	.	1
> Cc1ccc(Cn2c(CCNc3nc(-c4ccc(Cl)c([N+](=O)[O-])c4)cs3)nc3cc(C(=O)NCCCO)ccc32)cc1
  -23	-1	0	-7	3	111	5.1	-1	10

(more compounds)
Screens in order: ZTA counter	TPT1 inh	GASC-1 inh	EBNA-1 inh	CTSL1 counter	CR mimetic SO	PP5 inh	HCV core dimer	PP1 inh
> COc1ncccc1C(=O)N1CCCC(N2CCN(c3ccc(F)cc3)CC2)C1 (configuration not stated)
  1	-1	-32	3	-1	92	-6.1	-4	3
> COCCCNC(=O)c1ccc(S(=O)(=O)c2ccc(C)cc2)c(NC(C)=O)c1
  -2	-1	-3	-6	-2	101	0.9	4	1
> CN(C)C(=O)c1cnc(-c2ccccc2)nc1-c1ccccc1
  -13	2	7	-20	-4	105	0.1	-3	-3
> O=C(CNCc1ccc(Cl)cc1)NCc1ccco1
  -8	1	7	-12	-6	109	3.6	-1	-4
> CC(CC(=O)O)CC(=O)Nc1cccc([N+](=O)[O-])c1 (configuration not stated)
  -20	1	-9	-11	-3	112	-0.9	-4	-3
> COc1cccc(CN(C)Cc2cc(=O)oc3cc(O)c(Cl)cc23)c1
  13	-3	-24	5	6	101	1.3	3	2
> COc1ccc2c(C)cc(SCC(=O)Nc3cc(C(N)=O)cc(C(N)=O)c3)nc2c1
  -2	2	3	-17	0	96	0.1	9	-2
> CCNC(=O)C1CCN(S(=O)(=O)c2ccc(F)cc2)CC1
  -12	4	-6	-3	-3	106	1.7	-7	-2
> Cc1ccccc1-c1nnn(CC(=O)N(C)CC(=O)Nc2ccccc2C(F)(F)F)n1
  -3	3	?	-2	0	101	-0.8	-6	1
> CCOc1ccccc1C1C2CCCCC2(O)CCN1C(=O)c1cccs1 (configuration not stated)
  -23	0	-2	-7	0	107	0.2	-10	1
> COc1ccc(C2N(c3cc(Cl)ccc3OC)C(=O)C3CCCN32)c(OC)c1 (configuration not stated)
  -4	-2	-1	-10	-3	97	1.8	2	0
> CCC(CC)NC(=O)Nc1ccc(F)c(Cl)c1
  -6	0	0	-5	-2	83	2.8	8	-1
> CSc1ccccc1Nc1ncnc(N)n1
  -6	-2	4	1	-3	112	0.7	0	-1
> C=CCn1c(CNC(=O)c2ccco2)nnc1SCC(=O)Nc1cccc(Br)c1
  2	2	8	-5	1	118	2.5	1	-1
> Cn1c(=NC(=O)CCl)sc2ccccc21
  10	-2	-8	10	11	108	-1.4	-5	-2
